Screening data (PubChem)
L3MBTL1 inh: qHTS Assay for the Inhibitors of L3MBTL1 | AlphaScreen L3MBTL1–H3K9me1 peptide binding | Lethal(3)malignant brain tumor-like protein 1 (Homo sapiens), Q9Y468 | Potency, µM (doses to about 57.1 µM), without a hit: at the top dose activity, negative = inhibition, hits mostly inhibitors | 230,000 tested, 0.66% active; active = well fitted inhibition curve with a large enough effect; inconclusive = small, poorly fitted or top-dose-only effect; inactive = no such curve, though single readings can be large or run the other way; note: nearly all actives have a fitted effect of over 60% in size
Target sequence (Q9Y468 whole entry, looked up): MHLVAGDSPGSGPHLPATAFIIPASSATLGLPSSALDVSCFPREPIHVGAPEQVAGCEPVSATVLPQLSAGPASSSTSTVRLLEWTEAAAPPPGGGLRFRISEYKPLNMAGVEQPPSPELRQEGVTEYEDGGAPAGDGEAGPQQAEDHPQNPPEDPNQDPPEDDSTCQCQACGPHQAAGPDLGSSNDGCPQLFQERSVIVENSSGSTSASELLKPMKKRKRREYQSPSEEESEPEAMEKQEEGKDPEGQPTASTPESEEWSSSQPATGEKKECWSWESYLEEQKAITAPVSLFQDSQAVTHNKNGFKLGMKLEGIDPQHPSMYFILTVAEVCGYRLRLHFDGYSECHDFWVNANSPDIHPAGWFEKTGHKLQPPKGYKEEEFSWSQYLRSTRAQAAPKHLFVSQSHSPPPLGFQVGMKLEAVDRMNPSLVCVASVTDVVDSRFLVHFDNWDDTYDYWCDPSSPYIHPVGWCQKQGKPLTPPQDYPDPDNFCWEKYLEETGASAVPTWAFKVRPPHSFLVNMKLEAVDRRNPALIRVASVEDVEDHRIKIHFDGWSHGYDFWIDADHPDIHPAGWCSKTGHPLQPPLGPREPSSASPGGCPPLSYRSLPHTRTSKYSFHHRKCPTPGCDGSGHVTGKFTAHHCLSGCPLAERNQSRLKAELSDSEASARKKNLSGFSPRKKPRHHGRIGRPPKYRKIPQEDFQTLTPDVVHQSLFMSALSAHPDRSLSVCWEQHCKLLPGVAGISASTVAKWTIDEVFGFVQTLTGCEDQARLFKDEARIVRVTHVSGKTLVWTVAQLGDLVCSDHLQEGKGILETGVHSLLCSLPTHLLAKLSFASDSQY
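Read-out is AlphaScreen signal from streptavidin donor and nickel chelate acceptor beads (10 ug/mL final each) bridging L3MBTL1 (50 nM) and biotinylated K9-monomethylated H3(1-15) peptide (75 nM), after 30 min compound exposure at room temperature.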
* = called active by the depositor; ? = inconclusive; [ ] = another dose, or the depositor's remark. % is set by controls: 0 for no effect and ±100 for the full control effect; potency is the fitted concentration of half-maximal effect. A portion of the library; the hit share may differ from the screen's.

SMILES | L3MBTL1 inh
O=C(CSc1cccc[n+]1[O-])Nc1ccc(Cl)cc1F | -0.5%
Cc1ccc(C(=O)CN2C(=O)NC3(CCCCC3C)C2=O)s1 (stereo unspecified) | -6.3%
COCCN(C(=O)c1ccc(C#N)cc1)c1c(N)n(Cc2ccccc2)c(=O)[nH]c1=O | 2.4%
Cn1c(N)c(C(=O)COC(=O)Cc2ccc(Cl)c(Cl)c2)c(=O)n(C)c1=O | 3.6%
COc1cccc(NC(=O)CN(C)C(C)C(=O)NC(=O)NC2CCCCC2)c1 (stereo unspecified) | 0.5%
O=C(c1ccco1)N1CCN(Cc2cc(=O)oc3cc(O)ccc23)CC1 | -8.2%
O=C(CSc1nnc2ccc(-c3ccncc3)nn12)Nc1ccc(F)cc1 | -8.6%
Cc1nc(SCC(=O)NCC2CCCO2)[nH]c(=O)c1C (stereo unspecified) | 4.3%
Cc1ccc(NC(=O)COC(=O)Cn2cnc3c2c(=O)n(C)c(=O)n3C)cc1F | -0.9%
Cc1cccc(-c2nn(-c3ccccc3)cc2C(=O)N2CCN(C3CCS(=O)(=O)C3)CC2)c1 (stereo unspecified) | 3.2%
O=C(NCc1ccccn1)c1cc(-c2ccncc2)nc2ccccc12 | 3.6%
Clc1ccccc1Nc1nc2ccccc2o1 | 4.6%
Cc1onc(-c2ccccc2)c1C(=O)Nc1cccc(S(=O)(=O)N2CCCCC2)c1 | -6.8%
CCCCn1c(N)c(N(CCOC)C(=O)c2cc(C)oc2C)c(=O)[nH]c1=O | 0.7%
O=C(COc1ccccc1)Nc1nc(-c2cccnc2)cs1 | -10.5%
NS(=O)(=O)c1ccc(NC(=O)CSc2nnc3n2CCCCC3)cc1 | -7.7%
CC(C)(CNC(=O)c1ccc(NS(=O)(=O)c2ccc(F)c(F)c2)cc1)N1CCOCC1 | 35.7%[activator]
CCn1c(C)cc(C(=O)COC(=O)c2ccccc2[N+](=O)[O-])c1C | -10.2%
COc1ccc(S(=O)(=O)N2CCCCC2)cc1NC(=O)C1CC(=O)N(c2ccc3c(c2)OCCO3)C1 (stereo unspecified) | -9.6%
CN(CC(=O)Nc1ccc(Cl)c(C(F)(F)F)c1)C(=O)C1CSC2(C)CCC(=O)N12 (stereo unspecified) | -7.2%
CNC[C@@H]1Oc2ccc(NS(=O)(=O)c3ccc(OC)cc3)cc2CC(=O)N([C@H](C)CO)C[C@@H]1C | 0.0%
O=C(C[C@@H]1C/C=C\CC[C@H](Cc2ccc(F)cc2)C(=O)OC[C@@H]2CCCN2C1=O)NCCO | -5.7%
COc1ccccc1NC(=O)COC(=O)COc1ccccc1F | 9.0%
COc1ccc(S(=O)(=O)NCCc2ccccn2)cc1 | 4.2%
O=C(/C=C/c1ccccc1Cl)OCC(=O)N1CCCC1 | 44.8%[activator]
Carrying on.
SMILES | L3MBTL1 inh
O=C(c1cccc(NS(=O)(=O)c2ccc(F)c(F)c2)c1)N1CCCCC1 | 7.1%
COc1cccc(NC(=O)COC(=O)c2c(NC(C)=O)sc(C)c2C)c1 | -11.1%
C[C@@H]1COC(=O)[C@@H](NC(=O)OCC2c3ccccc3-c3ccccc32)C/C=C\C[C@@H](CC(=O)N(CCO)Cc2ccccc2)C(=O)N1 | -5.3%
Cc1cc(C(=O)CSc2nnc(-c3ccco3)o2)c(C)n1C | ?
O=C(COC(=O)c1ccccc1NCCO)NCc1cccs1 | 0.7%
CC(C)(C)c1nnc2sc(SCC(=O)NCc3ccco3)nn2c1=O | -1.6%
COc1ccc(C(=O)NCCSc2ccccc2C)cc1 | 7.5%
COc1ccc(Cl)cc1NS(=O)(=O)c1cccc(C(=O)NC2CC2)c1 | 3.0%
CCOc1ccccc1C(=O)NCC(=O)NNC(=O)c1cccs1 | 0.6%
COc1ccccc1NS(=O)(=O)c1cc(C(=O)NCC(C)(C)N2CCOCC2)ccc1C | 0.5%
Cc1cc(C)n(-c2ccc(C(=O)N3CCN(S(=O)(=O)c4ccc(C(C)C)cc4)CC3)cc2)n1 | -0.2%
CC1(c2ccc(OC(F)F)cc2)NC(=O)N(CC(=O)Nc2ccc(N3CCCCC3)cc2)C1=O (stereo unspecified) | -21.9%
Cc1ccc(OCCNC(=O)c2ccc(COc3ccccc3)o2)cc1 | 16.6%
Cc1nc2ccc(NS(=O)(=O)c3ccccc3F)cc2s1 | -0.9%
CC(C)CCOc1ccc(C(=O)NN2C(=O)NC3(CCCCC3)C2=O)cc1 | 7.8%
COc1ccc(C(C)(C)C)cc1NC(=O)CCCN1C(=O)NC(C)(C)C1=O | 4.9%
COc1ccc(CCC(=O)Nc2cccc(S(=O)(=O)N3CCCCCC3)c2)cc1OC | -0.8%
COCc1c(C(=O)N(C)Cc2ccccc2N2CCCC2)oc2ccccc12 | -3.5%
COc1ccc(-c2c(-c3cc(OC)cc(OC)c3)n(C)c3ccc(-c4ccc(S(N)(=O)=O)cc4)cc23)cc1 | -12.2%
Cc1csc(NC(=O)CSC2=NS(=O)(=O)c3cc(F)ccc3N2)n1 | 7.6%
CCn1c(SC(C)C(=O)NC2CCCC2)nc2cc(S(N)(=O)=O)ccc21 (stereo unspecified) | 10.4%
COc1ccc(NS(=O)(=O)c2ccc(N3CCCCC3)c(N)c2)cc1 | -11.2%
CC(C)(CNC(=O)c1ccc(S(=O)(=O)Nc2cccc(C(F)(F)F)c2)cc1)N1CCOCC1 | 7.7%
CCc1noc(C)c1C(=O)N(CC(C)C)c1c(N)n(Cc2ccccc2)c(=O)[nH]c1=O | -2.7%
O=C(COC(=O)c1ccccc1F)NCc1ccc2c(c1)OCO2 | 10.9%

Brought forward from above: five compounds, then new ones.
SMILES | L3MBTL1 inh
CCn1c(SC(C)C(=O)NC2CCCC2)nc2cc(S(N)(=O)=O)ccc21 (stereo unspecified) | 10.4%
COc1ccc(NS(=O)(=O)c2ccc(N3CCCCC3)c(N)c2)cc1 | -11.2%
CC(C)(CNC(=O)c1ccc(S(=O)(=O)Nc2cccc(C(F)(F)F)c2)cc1)N1CCOCC1 | 7.7%
CCc1noc(C)c1C(=O)N(CC(C)C)c1c(N)n(Cc2ccccc2)c(=O)[nH]c1=O | -2.7%
O=C(COC(=O)c1ccccc1F)NCc1ccc2c(c1)OCO2 | 10.9%
CCCCn1c(N)c(N(CCOC)C(=O)c2cc(-c3ccccc3Cl)nc3ccccc23)c(=O)[nH]c1=O | 1.7%
COc1ccc(NC(=O)N(C)C[C@H]2Oc3ccc(NC(=O)C4CC4)cc3C(=O)N([C@H](C)CO)C[C@@H]2C)cc1 | 7.7%
CC1CCN(c2ccc3c(c2)S(=O)(=O)c2cccc(C(=O)O)c2C3=O)CC1 | 5.3%
CN(C(=O)COC(=O)/C=C/c1ccc2ccccc2n1)c1c(N)n(Cc2ccccc2)c(=O)[nH]c1=O | 9.0%
C[C@H](NS(=O)(=O)c1ccc2c(c1)OCCCO2)C(=O)N1CCN(Cc2ccccc2)CC1 | -0.2%
Cc1ccc(S(=O)(=O)Nc2nc3ccccc3nc2N2CCOCC2)cc1 | 14.3%
CN(CC(=O)Nc1ccc(Cl)cc1)C(=O)c1sccc1-c1ccccc1 | 2.0%
CC(C)CN(C(=O)COC(=O)Cc1cccc2ccccc12)c1c(N)n(Cc2ccccc2)c(=O)[nH]c1=O | 5.9%
Cc1ccc(C(=O)CSc2nnc3n2CCCCC3)s1 | -5.1%
CCc1noc(C)c1C(=O)Nc1nc(-c2ccc(OC)cc2OC)cs1 | -6.6%
COc1ccccc1S(=O)(=O)NCc1ccc(C(=O)NC2CCC(O)CC2)cc1 (stereo unspecified) | 12.3%
CCCC(C(=O)N(C)CC(=O)Nc1ccc(N2CCOCC2)cc1)c1ccccc1 (stereo unspecified) | 2.2%
CCN1C(=O)[C@H]2[C@H]3CN=C(SCc4ccc(Cl)cc4)N3[C@@](Cc3ccccc3)(C(=O)OC)[C@H]2C1=O | -6.2%
Cc1ccccc1-n1nc2c(c1NC(=O)c1cc3ccccc3o1)CS(=O)(=O)C2 | -5.7%
O=C(OCC(=O)c1ccc(Br)s1)c1ccc(O)cc1 | 2.2%
O=C(NCc1ccccc1)C1CCCN(C(=O)c2ccc(F)cc2)C1 (stereo unspecified) | -1.0%
O=C(CNC(=O)C1CCCCC1)OC(C(=O)c1ccccc1)c1ccccc1 (stereo unspecified) | 25.3%
N#CCCN(C(=O)COC(=O)c1ccc2ccccc2n1)c1ccccc1 | 8.4%
O=C(CCC1CCCCC1)Nc1cc(Cl)ccc1N1CCOCC1 | 9.4%
CCN(C(=O)COc1ccc(F)cc1Br)c1c(N)n(Cc2ccccc2)c(=O)[nH]c1=O | 8.0%
CC(=O)c1sc(NC(=O)C2CSC3(C)CCC(=O)N23)nc1-c1ccccc1 (stereo unspecified) | -1.2%
CC(=O)Nc1cccc(C(=O)OCC(=O)Nc2nnc(-c3ccccc3)o2)c1 | -3.5%
Cc1ccc(NC(=O)CN2C(=O)NC3(CCCC3)C2=O)cc1S(=O)(=O)N1CCCCC1 | 3.4%
O=C(CSc1nnc(NC2CC2)s1)c1ccc[nH]1 | -0.4%
O=C(COC(=O)c1ccccc1NCCO)NCC1CCCCC1 | 4.4%
Other entries:
SMILES | L3MBTL1 inh
CCN(CC)C(=O)[C@H]1C[C@H](CC(=O)NCCN2CCOCC2)C(=O)N2CCc3c([nH]c4cc(-c5ccco5)ccc34)[C@]12C | -3.5%
CCOc1ccc2oc(C(=O)Nc3cc(C)ccn3)c(C)c2c1 | -10.6%
O=C(COc1coc(CN2CCN(c3ccccc3)CC2)cc1=O)NCC1CCCO1 (stereo unspecified) | -0.5%
Cc1ccc(NC(=O)CSc2nnc(C)n2C2CC2)cc1S(=O)(=O)N1CCOCC1 | 0.6%
O=C(CSc1nnc(C2CC2)n1C1CC1)c1ccc(F)c(F)c1 | -3.5%
CCCCCn1cnnc1SCC(=O)c1c(N)n(C2CC2)c(=O)[nH]c1=O | -0.2%
CC1CCCCC1NC(=O)COC(=O)c1ccc2ncsc2c1 (stereo unspecified) | -6.2%
CN(CCOc1ccccc1)C(=O)c1cc(S(=O)(=O)N2CCCCC2)ccc1Cl | -2.3%
CN(CC(=O)Nc1ccc(F)cc1)C(=O)CN1C(=O)c2ccccc2C1=O | 2.1%
COc1cccc(NC(=O)COC(=O)c2cc(=O)c3ccccc3o2)c1 | 6.3%
COCCn1c(SCC(=O)Nc2ccc3c(c2)OCCO3)nnc1-c1ccncc1 | 1.2%
C=CCN1C(=O)c2ccc(C(=O)N(CC(C)C)c3c(N)n(CCCC)c(=O)[nH]c3=O)cc2C1=O | 2.9%
O=C(CNC(=O)c1ccccc1F)NCc1ccccn1 | 3.4%
CCC(C)Sc1ccc([C@H]2N[C@@](C)(C(=O)OC)[C@H]3C(=O)N(C)C(=O)[C@@H]23)cc1OC (stereo partly specified) | 10.4%
C/C(=N/NC(=O)CN(c1ccccc1)S(=O)(=O)c1ccccc1)c1ccccc1O | ?
CC(=O)c1ccccc1-c1csc2ncnc(Sc3nnnn3C)c12 | 0.5%
O=C(CCNS(=O)(=O)c1ccc(Br)cc1)NC1CCC(O)CC1 (stereo unspecified) | 6.9%
COc1cc(C(=O)NCCOc2ccc(Cl)cc2)ccc1OCc1c(C)noc1C | -1.1%
Cc1ccc(NC(=O)Cc2nc(-c3c[nH]c(C(=O)N4CCCC4)c3)cs2)c(C)c1 | -7.5%
COc1ccccc1CNC(=O)COC(=O)CSc1ccc(F)cc1 | 3.9%
CSCCC(NC(=O)c1ccccc1Cl)C(=O)N1CCN(C(C)=O)CC1 (stereo unspecified) | 2.0%
Cc1ccc(C(=O)Nc2nc(-c3ccccn3)cs2)cc1S(=O)(=O)N1CCOCC1 | ?
O=C(CCC(=O)c1cccs1)NCc1ccccc1Cl | -2.3%
O=C(COC(=O)Cc1ccc(Cl)cc1)NCc1ccc2c(c1)OCO2 | -17.7%
COCCCN1C(=O)c2ccc(C(=O)OCC(=O)N(CCC#N)c3cc(C)cc(C)c3)cc2C1=O | -5.0%
Other entries follow:
SMILES | L3MBTL1 inh
Cc1cccc(NC(=O)[C@@H]2CCCN2S(=O)(=O)c2ccc(Cl)cc2)c1 | -1.0%
O=C(COC(=O)Cn1cnc2ccccc21)Nc1ccc(OC(F)F)cc1 | 5.4%
CN(CC(=O)Nc1ccc(F)c(F)c1F)C(=O)CCN1C(=O)C2CCCCC2C1=O (stereo unspecified) | 6.1%
CCCCCn1nc(C(=O)OCc2nnc(-c3ccccc3)o2)c2ccccc2c1=O | 1.8%
O=C(COC(=O)c1ccc(S(=O)(=O)N2CCCC2)cc1)NCCc1ccc(F)cc1 | -4.5%
Cc1cc(C)c(NC(=O)COC(=O)C2CCN(c3ccc(C(F)(F)F)cn3)CC2)c(Cl)c1 | 5.5%
O=[N+]([O-])c1ccccc1S(=O)(=O)Nc1cccc(S(=O)(=O)N2CCCC2)c1 | 1.6%
O=C1CC(NS(=O)(=O)c2cc(F)ccc2F)CN1c1cccc(F)c1 (stereo unspecified) | 4.2%
CCCCC1(C)NC(=O)N(CC(=O)Nc2cc(S(=O)(=O)N3CCOCC3)ccc2Cl)C1=O (stereo unspecified) | -11.3%
O=C(c1ccc(F)cc1)N1CCC(C(=O)N2CCN(Cc3ccc4c(c3)OCO4)CC2)CC1 | 4.3%
CC1(C)C(=O)Nc2ccccc2N1C(=O)COC(=O)CSc1ccc(F)cc1 | -6.3%

Of the compounds above, 3 have a cyano group.
SMILES | L3MBTL1 inh
COCCN(C(=O)c1ccc(C#N)cc1)c1c(N)n(Cc2ccccc2)c(=O)[nH]c1=O | 2.4%
N#CCCN(C(=O)COC(=O)c1ccc2ccccc2n1)c1ccccc1 | 8.4%
COCCCN1C(=O)c2ccc(C(=O)OCC(=O)N(CCC#N)c3cc(C)cc(C)c3)cc2C1=O | -5.0%
